NR5A2 inv ag: NR5A2 inverse agonism in reporter assay. O00482. inhibition, % at 3.6 µM. HEK293T StAR-luciferase reporter, LRH-1 transfected, 24 h. actives 0.13% (n = 360,000);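 active = inhibition above the mean inhibition of all tested compounds plus 3 SD, cut at about 73% in these data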;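 note: 0% = DMSO wells and 100% = reporter-only cells lacking LRH-1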
EBV LMP1 NFkB: inhibitors of Epstein-Barr LMP1-induced NF-kappaB reporter | actives 0.69% (n = 350,000) | inhibition, % at 12.5 µM | LMP1-induced NF-kappaB luciferase reporter cells, luminescence; in the data active = inhibition above about 41%;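 note: 0% = neutral control wells and 100% = reference inhibitor control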
TWEAK-Fn14 inh: TWEAK-Fn14 signaling inhibition. TWEAK-stimulated Fn14 reporter cells, luciferase luminescence, 8 h. inhibition, % at 10 µM. actives 2% (n = 360,000); in the data active = inhibition above about 50%
NR2F2 inh: blocks human COUP-TFII nuclear receptor; HEK293T NGFI-A luciferase reporter, luminescence; inhibition, % at 8.6 µM; actives 0.7% (n = 370,000); AID 686940;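 active = inhibition above a per-plate cutoff, mean inhibition of test wells between control levels plus 3 SD, cut at about 38% in these data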;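 note: cells cotransfected with COUP-TFII expression vector driving the NGFI-A reporter; 0% = median of COUP-TF2 test wells and 100% = reporter-only cells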
SRC2 inh: inhibits human steroid receptor coactivator 2; Q15596; HEK293 GAL4-SRC2 luciferase reporter, luminescence; inhibition, % at 9 µM; actives 0.17% (n = 370,000); AID 651957;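 active = inhibition above the mean inhibition of all tested compounds plus 3 SD, set per campaign, cut at about 52% in these data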;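 note: 0% = DMSO treated cells and 100% = cells given Gossypol at 36 µM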
SRC1 inh: inhibits human SRC1 coactivator; Q15788; HEK293 GAL4-SRC1 luciferase reporter, luminescence; inhibition, % at 3.6 µM; actives 0.12% (n = 360,000);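 active = inhibition above the campaign mean plus 3 SD, with each screening campaign given its own cutoff, cut at about 60% in these data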;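 note: 0% = DMSO treated cells and 100% = gossypol at 36 µM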
C8 TRAIL sens: sensitizes caspase-8 expressing cells to TRAIL; inhibition (viability loss, TRAIL sensitization), % at 10 µM; actives 1% (n = 360,000); NB7+C8 cells + TRAIL, ATPlite viability luminescence;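 active = compounds causing at least 50% loss of cell viability in the single-dose screen, relative to plate controls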
NOD2 RIPK2 PPI: inhibitors of human NOD2-RIPK2 interaction; inhibition, % at 4.98 µM; actives 0.38% (n = 360,000); CHO BLA complementation NOD2-RIPK2, CCF4 ratio; AID 624267; O43353; in the data active = inhibition above about 21%;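 note: 0% = vehicle only and 100% = reference blocker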
TROY signal inh: blocks TROY-dependent signaling in reporter cells; AID 1347056; Q293 LMP1-TROYcd NF-kB luciferase reporter, 4 h; actives 0.98% (n = 360,000); inhibition, % at 10 µM;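 active = compounds whose plate-normalised and pattern-corrected inhibition of the luciferase reporter signal at the single screening dose is 50% or more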
TLR9-MyD88 block: TLR9-MyD88 interaction inhibition; CHO BLA complementation TLR9-MyD88, CCF4 FRET ratio; inhibition, % at 4.98 µM; actives 0.21% (n = 340,000);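 active = inhibition above the mean over all tested compounds plus 3 SD, cut at about 21% in these data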;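 note: 0% = DMSO only wells and 100% = clavulanate BLA inhibitor control wells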
SRC3 inh: inhibits human SRC3 coactivator | inhibition, % at 3.6 µM | AID 588352 | HEK293 GAL4-SRC3 luciferase reporter, luminescence | actives 0.17% (n = 360,000) | Q9Y6Q9;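 active = inhibition above a per-campaign cutoff, the mean of all compounds plus 3 SD, cut at about 60% in these data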;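 note: 0% = DMSO-treated cells and 100% = gossypol-treated cells at 36 µM; higher means less SRC3-driven luciferase light from the GAL4 reporter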
Target sequence (Q9Y6Q9 whole entry, looked up, the tested form may be a part): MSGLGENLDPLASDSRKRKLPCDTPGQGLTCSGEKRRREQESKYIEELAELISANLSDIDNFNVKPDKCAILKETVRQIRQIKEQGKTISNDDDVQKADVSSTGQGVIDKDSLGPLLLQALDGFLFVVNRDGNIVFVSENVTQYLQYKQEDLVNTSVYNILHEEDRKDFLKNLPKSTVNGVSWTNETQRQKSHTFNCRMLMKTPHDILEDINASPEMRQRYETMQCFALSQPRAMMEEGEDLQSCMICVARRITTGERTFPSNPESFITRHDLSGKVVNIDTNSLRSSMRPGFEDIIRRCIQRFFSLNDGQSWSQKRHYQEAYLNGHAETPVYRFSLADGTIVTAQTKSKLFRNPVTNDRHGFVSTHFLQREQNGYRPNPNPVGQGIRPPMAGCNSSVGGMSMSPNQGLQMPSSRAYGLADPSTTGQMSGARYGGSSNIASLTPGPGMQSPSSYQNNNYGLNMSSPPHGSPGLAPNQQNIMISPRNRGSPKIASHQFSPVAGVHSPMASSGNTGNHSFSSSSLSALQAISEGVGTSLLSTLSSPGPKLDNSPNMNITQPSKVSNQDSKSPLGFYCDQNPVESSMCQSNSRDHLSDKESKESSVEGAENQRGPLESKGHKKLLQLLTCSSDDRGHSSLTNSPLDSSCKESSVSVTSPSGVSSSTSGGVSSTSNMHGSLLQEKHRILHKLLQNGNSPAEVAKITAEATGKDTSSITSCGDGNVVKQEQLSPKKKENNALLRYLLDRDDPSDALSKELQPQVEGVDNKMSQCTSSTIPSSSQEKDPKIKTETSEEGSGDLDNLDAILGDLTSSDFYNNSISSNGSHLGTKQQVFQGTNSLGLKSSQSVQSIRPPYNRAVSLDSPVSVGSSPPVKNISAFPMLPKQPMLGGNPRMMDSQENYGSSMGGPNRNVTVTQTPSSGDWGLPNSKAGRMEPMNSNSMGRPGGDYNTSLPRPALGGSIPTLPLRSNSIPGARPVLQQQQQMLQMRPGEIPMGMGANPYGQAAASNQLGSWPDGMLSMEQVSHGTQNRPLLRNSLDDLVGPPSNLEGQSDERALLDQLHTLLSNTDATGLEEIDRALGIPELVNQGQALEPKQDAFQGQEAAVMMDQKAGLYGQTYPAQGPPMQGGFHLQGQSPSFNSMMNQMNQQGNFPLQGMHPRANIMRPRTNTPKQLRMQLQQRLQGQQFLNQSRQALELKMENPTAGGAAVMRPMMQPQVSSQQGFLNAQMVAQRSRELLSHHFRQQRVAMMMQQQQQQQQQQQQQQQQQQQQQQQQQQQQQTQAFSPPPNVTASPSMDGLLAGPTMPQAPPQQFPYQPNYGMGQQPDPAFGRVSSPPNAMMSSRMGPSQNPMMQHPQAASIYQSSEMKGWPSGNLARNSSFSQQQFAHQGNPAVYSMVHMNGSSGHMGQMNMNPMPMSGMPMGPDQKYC
An asterisk follows results filed as active; nt = no result given; & = joins results of further samples. These rows are one share of the data; rates above refer to the full screens.

Every second line gives: EBV LMP1 NFkB	SRC2 inh	TLR9-MyD88 block	NOD2 RIPK2 PPI	C8 TRAIL sens	TWEAK-Fn14 inh	TROY signal inh	SRC3 inh	SRC1 inh	NR5A2 inv ag	NR2F2 inh
> CCc1nnc(NC(=O)CSc2nc3c(C)cccc3[nH]2)s1
    0	5	1	0	-4	-5	7	22	13	-1	-3
> CCN(CC)CC(=O)Nc1scc2c1c(=O)oc1ccccc12
    -7	-95	-5	7	-4	-59	-50	-24	-24	-46	6
> CCOc1ccc2nc(N3CCC(C(=O)N4CCN(c5ccccn5)CC4)CC3)sc2c1
    18	nt	-9	-1	43	51*	25	9	4	21	nt
> COc1cccc(-c2nc(Cl)nc3cc(Cl)ccc23)c1
    nt	31	nt	1	-3	20	20	nt	nt	-17	6
> COc1ccc(CNC(=O)CN2CCC(NC(=O)c3ccc(OC)cc3)CC2)cc1
    2	-28	-7	-8	-2	8	0	-15	-25	-4	5
> CC(C)(C)Nc1nc(-c2ccc3c(c2)CCN3C(=O)C2CC2)cs1
    -72	-66	4	-11	13	0	10	-92	-111	-197	-52
> CCCCN(CCCC)c1nc(OC)nc(-n2nnc(C(C)=O)c2C)n1
    5	10	6	-1	19	2	36	18	-11	16	6
> O=C(Nc1ccc([N+](=O)[O-])cc1)OC1CCS(=O)(=O)C1 (stereo unspecified)
    nt	-34	nt	-14	-28	-8	0	nt	nt	8	-22
> COc1cccc(NC(=O)Nc2nnc(COCCO)s2)c1
    nt	5	nt	-10	-24	14	17	28	-32	14	-16
> O=C(COC(=O)c1cc(Cl)ccc1O)NNC(=O)c1ccc([N+](=O)[O-])cc1
    5	-2	-13	-2	4	2	28	9	-10	6	21
> O=C(O)/C=C\C(=O)Nc1ccccc1F
    -6	4	4	-4	-3	14	4	12	-24	10	-4
> O=C1CCC/C1=C/Nc1ccc(Cl)cc1
    -4	-73	0	0	-2	-19	-27	0	3	-10	-23
> Cn1c(=O)c2cc(S(=O)(=O)Nc3cccc(F)c3)ccc2n(C)c1=O
    4	-17	0	-9	5	7	18	12	-19	3	-10
> CCOC(=O)N1CCN(C(=O)c2ccc3c(c2)NC(=O)/C(=C/c2ccccc2)S3)CC1
    22	2	-8	-4	-41	-17	0	15	9	-11	8
> CCOc1ccccc1NC(=O)CN(c1ccc(Cl)cc1)S(C)(=O)=O
    -3	-14	-4	4	-13	3	2	-11	2	7	-19
> CC(=O)/C(N=Nc1cc2c(c([N+](=O)[O-])c1C)C(C)(C)CC2(C)C)=C(\C)O
    nt	-11	nt	-22	1	96*	81*	4	-16	-2	2
> C=CCn1c(SCC(=O)N2CCC(C)CC2)nc2c([nH]c3ccccc32)c1=O
    -23	15	1	2	-11	32	-17	-12	-11	20	-2
> CN(C)Cc1cc(OCc2ccccc2)cc(CN(C)C)c1O
    0	7	1	-2	0	-16	-9	14	-5	-17	-3
> Cc1onc(-c2c(Cl)cccc2Cl)c1C(=O)NCc1ccc(S(N)(=O)=O)cc1
    2	-9	-6	-8	-2	4	-8	13	1	5	-11
> O=C(NC(Cc1ccccc1)C(=O)O)/C(=C\c1ccco1)NC(=O)c1ccccc1Br (stereo unspecified)
    2	-40	11	-3	-3	2	1	-5	6	-12	4
> CC(=O)Nc1ccccc1OC(C)C(=O)NC(C)c1ccc(F)cc1 (stereo unspecified)
    -2	8	-6	-6	-12	12	2	9	2	0	-14
> C/C(=N\OC(=O)NC(C)C)c1sc(-c2ccc(Cl)cc2)nc1C
    -28	-90	-9	-10	8	-11	-8	-49	-86	-85	-25
> Cc1c(C(=O)NC(c2ccccn2)C(F)(F)F)oc2c(F)cccc12 (stereo unspecified)
    5	-12	-10	-9	8	1	-15	14	2	0	-15
> CC(C)(C)c1ccc(CS(=O)CC(O)CO)cc1 (stereo unspecified)
    11	1	1	5	-2	5	9	15	5	1	5
> CC1=NN(c2ccc(S(=O)(=O)O)cc2Cl)C(=O)C1
    2	-1	-3	-4	-6	-6	-19	7	5	7	7
> CC(=O)c1nn(-c2cccc(Br)c2)cc1C(=O)c1ccco1
    13	7	1	-5	10	13	7	-6	0	-6	1
> COc1ccc(OCC(=O)N2N=C(C(F)F)CC2(O)C(F)F)cc1 (stereo unspecified)
    -2	-8	0	-18	-5	3	-10	12	-7	5	-5
> COc1ccccc1C(=O)Nc1ccnn1C1CCN(Cc2cnn(C)c2C)CC1
    1	-5	6	-5	-12	3	-3	0	-27	18	16
> N#CCCN(CC(=O)O)S(=O)(=O)c1ccccc1
    -2	4	9	-5	3	3	3	15	-2	6	8
> Cc1ccc(-c2csc3nnc(SCC(=O)NCc4ccc5c(c4)OCO5)n23)cc1
    -4	-15	3	-9	-2	-12	5	-6	-11	-6	1
> O=S(=O)(c1ccc(=S)[nH]c1)N1CCCCCC1
    -1	-4	1	-8	0	-16	1	9	-12	9	2
> COc1ccc(C2c3c(C)nn(-c4ccccc4)c3NC(=O)N2c2ccccc2)cc1 (stereo unspecified)
    -3	-44	-3	3	-5	-8	7	12	-18	-14	13
> COc1ccc(N=Cc2c(O)n(-c3ccc(OC)cc3)c(=O)c3ccccc23)cc1
    1	24	13	-6	7	-27	-5	7	-3	3	6
> COC(=O)c1ccc(COC(=O)CNS(=O)(=O)c2ccc(C)cc2)cc1
    -5	-65	6	-4	3	-20	-30	-18	2	-5	3
> CCN(CC)N=Nc1ccc(S(=O)(=O)Nc2nc(C)cc(C)n2)cc1
    9&-15	11&3	6&13	1&-119	0&7	12&10	-5&-10	-11&-1	-29&11	-7&9	-2&10
> Cc1cc(-c2ccccc2)c2c3c(c(-c4ccccc4)n2n1)c(=O)n(C)c(=O)n3C
    8	nt	3	-1	-12	-32	-6	11	4	21	nt
> CC1(c2ccc3ccccc3c2)NC(=O)N(CC(=O)N2CCC(C(N)=O)CC2)C1=O (stereo unspecified)
    13	-32	3	-9	-6	-5	2	26	-6	19	6
> Cc1nc(CCNC(=O)c2cccs2)cs1
    -2	9	-2	-13	-15	-26	-32	8	-2	0	9
> CCOc1cc(CNCC2CCCN2CC)cc(Cl)c1OC (stereo unspecified)
    2	15	3	-5	4	3	-2	-8	-5	-20	-5
> COC(=O)c1ccc(CN2CCCC(C(=O)Nc3ccc(-c4ccn[nH]4)cc3)C2)cc1 (stereo unspecified)
    7	-30	0	4	-4	-8	20	-7	-110	-6	-5

The final three records of the section above open the next one.
Every second line gives: EBV LMP1 NFkB	SRC2 inh	TLR9-MyD88 block	NOD2 RIPK2 PPI	C8 TRAIL sens	TWEAK-Fn14 inh	TROY signal inh	SRC3 inh	SRC1 inh	NR5A2 inv ag	NR2F2 inh
> Cc1nc(CCNC(=O)c2cccs2)cs1
    -2	9	-2	-13	-15	-26	-32	8	-2	0	9
> CCOc1cc(CNCC2CCCN2CC)cc(Cl)c1OC (stereo unspecified)
    2	15	3	-5	4	3	-2	-8	-5	-20	-5
> COC(=O)c1ccc(CN2CCCC(C(=O)Nc3ccc(-c4ccn[nH]4)cc3)C2)cc1 (stereo unspecified)
    7	-30	0	4	-4	-8	20	-7	-110	-6	-5
> CCC(=O)Nc1cccc2cccnc12
    -11	-6	1	0	3	-4	-12	11	-13	-14	0
> Cc1nc(CN2CCCC2=NC#N)n(-c2ccccc2)n1
    -3	1	-2	-2	-15	-4	6	4	9	18	-17
> COc1ccc2nc(SCC(=O)Nc3ccccc3C#N)[nH]c2c1
    -5	-12	2	-3	1	-15	-31	-14	5	-10	-22
> Nc1c(S(=O)(=O)O)cc(NC(=O)c2ccccc2)c2c1C(=O)c1ccccc1C2=O
    8	nt	-2	3	15	18	6	-10	7	-5	nt
> O=C(N/N=C/c1ccccc1F)c1ccc(COc2ccccc2Cl)o1
    -10	10	7	-3	-7	-25	-21	28	19	-3	-21
> CNC(=O)C(=O)N/N=C/c1cccnc1
    -1	-37	1	-2	-19	17	-6	6	2	-7	10
> Cc1noc2ncnc(N3CCN(c4cccc(Cl)c4)CC3)c12
    15	13	-3	-4	24	10	41	14	12	5	-8
> Cc1c(CN2CCC(C(=O)Nc3ccc(Oc4ccccc4)nc3)CC2)cnn1C
    -5	-7	-13	-9	7	17	-2	9	-13	13	-1
> CCOc1cc(CO)ccc1OCC(=O)N1CCCCC1
    -23	6	-12	-6	-12	-15	-15	-1	-5	17	-5
> CCOC(=O)c1c(NC(=O)C2=C(C)NC(=S)NC2c2ccccc2C(F)(F)F)sc(C)c1C (stereo unspecified)
    -20	-11	3	-5	-15	12	21	-1	-50	2	-4
> Cc1csc(NC(=O)C2CCCC2)n1
    -13	-51	0	-4	-14	62*	nt	-38	-68	-37	-24
> CCc1noc(C)c1C(=O)N(CCOC)c1c(N)n(CC(C)C)c(=O)[nH]c1=O
    -8	2	6	-5	2	-2	-13	3	10	-19	-8
> NC(=O)NN=C1CCn2cccc21
    1	-34	0	-4	6	20	2	12	-11	15	7
> Cc1ccccc1Nc1nnc(SCc2cc(=O)n3ccsc3n2)s1
    0	-27	2	-2	29	23	4	-23	-3	-3	9
> CCn1c(Cc2ccccc2)nnc1SCC(=O)N1CCCCC1
    -13	-10	-4	-11	-6	-13	-4	2	-9	3	3
> COc1ccc(NC(=O)CSc2nnc(NC(=O)CN3CCOCC3)s2)cc1
    1	-10	7	-7	-1	2	17	25	-5	5	1
> Cc1cc2nc(C(C)(C)C)c(CC3CCCCC3)n2c(C)c1Br
    nt	-16	nt	-10	-6	-2	7	nt	nt	-5	-16
> CCCCCNC(=O)C1CC=CCC1C(=O)O (stereo unspecified)
    -4	-16	9	1	3	7	7	-6	0	-4	3
> CC1(O)C(c2ccccc2)=Nc2ccccc21 (stereo unspecified)
    -32	-35	-3	-1	16	4	-18	-117	-97	-124	-50
> Cc1c(N=Cc2ccc(-c3ccc(Cl)cc3)o2)c(=O)n(-c2ccccc2)n1C
    -5	-24	8	-3	-10	0	-5	6	9	5	-2
> CCN(Cc1ccccc1)S(=O)(=O)c1ccc(S(=O)(=O)N2CCN(CCC#N)CC2)cc1
    -3	3	-3	3	6	-5	12	-3	-16	-13	5
> CN(Cc1ccccc1)C(=O)CN1C(=O)NC2(CCCc3sccc32)C1=O (stereo unspecified)
    0	-9	-2	-14	-2	-1	8	8	-15	-28	11
> O=C(COC(=O)c1ccc(S(=O)(=O)N2CCCC2)cc1)Nc1cccc(Br)c1
    -10	26	5	-2	4	-8	21	26	2	9	8
> CC(C)=CCN1CCN(Cc2cccn2-c2nccs2)CC1CCO (stereo unspecified)
    -5	-3	2	-6	25	-14	6	15	-1	14	5
> Cc1cccc(NC(=O)c2sc3nc(-c4ccc(F)cc4)cn3c2C)n1
    -27	-7	1	-4	13	39	13	-5	-7	-2	1
> CCc1ccccc1NC(=O)c1cc(C2CC2)on1
    -5	-19	8	0	-7	-16	-31	-10	-16	-10	6
> COc1ccc(C(=O)N2CCN(c3c(C)cccc3C)CC2)cc1OC
    9	-20	1	-7	-13	-7	-2	-4	15	-14	29
